# High-throughput results from PubChem.
# Nrf2 activator – qHTS of Nrf2 Activators. AID 624171, 2012. 410,000 compounds, 0.31% hits. Potency, µM (series often up to 46.1 µM), without a hit: top-dose activation, usual class: activators. AREc32 ARE-luciferase reporter (MCF7-derived line), luminescence, 24 h; further: potency means the concentration at half of the fitted maximal effect; % of control where 0% means no effect; nearly all actives have a fitted effect of over 65% in size
#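 Luminescent ARE reporter assay in AREc32_Fluc cells: overnight plating at 37 deg C, 24 hr compound incubation, Steady-Glo added, 30 min RT before reading.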
# A549 viability – Nrf2 qHTS screen for inhibitors: counterscreen for cytotoxicity | A549 ARE-Fluc cells, CellTiter-Fluor viability, 18-24 h | Potency, µM (highest dose often 46 µM), for the others: top-dose activity change, negative = cytotoxicity, hits mostly inhibitors | 390,000 compounds, 0.16% hits; further: potency means the concentration at half of the fitted maximal effect; on the % scale 0 is the no-effect control and ±100 the full control effect
#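 A549 ARE_Fluc cells in 5% FBS OPTI-MEM were exposed to compounds in concentration-response for 18-24 h at 37 deg C. Viability was read by CellTiter-Fluor fluorescence (Ex 405/Em 525) after 30 min, before the luciferase read.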
# Abeta yeast res – qHTS for compounds that reverse cellular toxicity of Amyloid beta (A-beta) peptide in yeast: Primary Screen. yeast expressing A-beta42, growth rescue, OD600, 48 h; response scale: 0% DMSO, 100% iron-clioquinol control. Potency, µM (series often up to 46.1 µM), inactives show at the top dose growth rescue, hits mostly activators. 410,000 compounds, 0.063% hits. AID 1347071, 2019; further: potency means the concentration at half of the fitted maximal effect; nearly all actives have a fitted effect of over 55% in size
#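 Yeast A-beta toxicity model in growth medium with pinned compounds, 48 h at 30 C; growth read as absorbance at 600 nm. Normalized to FeCl3/clioquinol equimolar mix (positive) and DMSO (negative).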
# CCT modulator – High-Throughput Screening for Modulators of Cytosolic Chaperonin Activity; purified chaperonin ATPase assay, HTRF ADP detection, 30 min; activity change, % (concentration not given with the values), hits read low; 360,000 compounds, 0.3% hits; AID 651819, 2012; in the data active means activity change below about -30%; further: on the % scale 0 is the no-effect control and ±100 the full control effect
#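 Enzyme 40 or 20 nM (batch-dependent) in Tris pH 7.4/KCl/MgCl2/DTT; cpd 76 uM single point; ATP 10 uM; 30 min 37 °C; Transcreener ADP HTRF detection, 30 min RT; ratio 665/615.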
# pAkt inh – HTS Assay for Inhibitors of Akt Phophorylation: Primary Screen | Neuro2A IGF-stimulated pAkt S473 HTRF, 20 min; stronger effect = lower value | activity change, % for hits at 50 µM | 360,000 compounds, 0.32% hits | AID 651550, 2012; in the data active means activity change below about -80%; inconclusive means mostly about -51% to -80%; further: on the % scale 0 is the no-effect control and ±100 the full control effect
#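 Neuro2A cells in DMEM with 0.5% FBS, overnight at 37 deg C, given compound at single 50 µM final, then IGF (6 nM final) for 20 min at 37 deg C. Lysed; phospho-Akt Ser473 by HTRF after 24 h, 665/615 ratio.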
# TGFb inhibitor – qHTS for Inhibitors of TGF-b; Potency, µM (top dose mostly 46.1 µM), without a hit: top-dose activity, negative = inhibition, actives largely listed as inhibitors; 410,000 compounds, 1.2% hits; HepG2 CAGA-GFP TGF-b/SMAD3 reporter, GFP fluorescence, 18 h; TGF-beta stimulated, 500 pg/mL final; further: potency means the concentration at half of the fitted maximal effect; on the % scale 0 is the no-effect control and ±100 the full control effect; nearly all actives have a fitted effect of over 65% in size
#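 Using HEPG2 CAGA-GFP reporter cells at 1000 cells/well, we pinned test compounds, stimulated with recombinant TGF-beta (500 pg/mL final) and measured total well GFP after 18 h.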
# HepG2 tox – qHTS for Inhibitors of TGF-b: Cytotox Counterscreen; HepG2 CAGA-GFP viability, ATP luminescence, 18 h; Potency, µM (titrated, usually from 46.1 µM), inactives show at the highest dose activity change, negative = cytotoxicity, usual class: cytotoxic; 410,000 compounds, 0.76% hits; AID 588856, 2011; further: potency means the concentration at half of the fitted maximal effect; some results filed as inactive show a strong effect at the top dose
#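 CellTiter-Glo luminescence gave cytotoxicity after 18 hours at 37 degrees C. The cells were HepG2 CAGA-GFP in 1% FBS DMEM, stimulated with 500 pg/mL TGF-beta after compound addition. %Activity was normalised to no-cell wells (complete cell-killing) and DMSO (no toxicity), and curves were fitted and classified.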
# MmCpn inh – Inhibitors of TCP-1 ring complex (TRiC) of Methanococcus maripaludis (MmCpn): qHTS; purified Mm-Cpn ATPase, ADP Transcreener TR-FRET; AID 504842, 2011; Potency, µM (doses to about 76.9 µM), for the others: at the top dose activity, negative = inhibition, hits mostly inhibitors; 330,000 compounds, 0.031% hits; Chaperonin Mm-Cpn (Methanococcus maripaludis); further: potency means the concentration at half of the fitted maximal effect; on the % scale 0 is the no-effect control and ±100 the full control effect; nearly all actives have a fitted effect of over 80% in size
#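 Inhibition of chaperonin ATP hydrolysis is measured as reduced ADP production, detected by competitive TR-FRET in which signal falls with ADP. Final enzyme 25 nM and ATP 10 uM, reacted 30 min at 37°C.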
# Nrf2 inh – Nrf2 qHTS screen for inhibitors; A549 ARE-Fluc reporter, luciferase luminescence, 18-24 h; Potency, µM (highest dose often 46 µM), for inactives: top-dose activity change, negative = inhibition, most hits filed as inhibitors; 360,000 compounds, 2.1% hits; further: potency means the concentration at half of the fitted maximal effect; on the % scale 0 is the no-effect control and ±100 the full control effect; nearly all actives have a fitted effect of over 60% in size
#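 A549 ARE_Fluc cells, 5000/well, 5% FBS OPTI-MEM; compounds in dose-response, 18-24 h at 37 °C/5% CO2; CellTiter-Fluor viability read (Ex 405/Em 525), then BugLite luciferase luminescence = Nrf2 activity.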
# Active calls of the source: *; i = inactive; ? = inconclusive; . = no result given; [ ] = another dose, or the depositor's remark. Unless noted, the call rests on the fitted dose curve; in most records, active means well fitted curve in the direction sought with a large enough effect; inconclusive means small, poorly fitted or top-dose-only effect, or another doubt; inactive means no such curve, though single readings can be large; an effect the other way counts as inactive or inconclusive. Not a hit list. About 4.3% of those tested had a hit in this group.
structure	Nrf2 activator	A549 viability	Abeta yeast res	CCT modulator	pAkt inh	TGFb inhibitor	HepG2 tox	MmCpn inh	Nrf2 inh
CC(C)Nc1nc(Cl)nc(NNC(=O)C(C)Oc2ccccc2)n1 (centres undefined)	-0.7%	-1%	10%	-0.5	i	-10%	0%	2%	-24%
CCC1(CC)Nc2ccccc2C(=O)N1c1ccc(NC(C)=O)cc1	-0.8%	-23%	-11%	0.5	i	3%	-14%	-2%	-6%
O=C(NN1CCOCC1)c1cnn2c(C(F)F)cc(-c3ccccc3)nc12	-0.1%	-1%	7%	-1.4	i	0%	1%	0%	10%
Cc1ccc(NC(=O)c2cc(C)on2)cc1	-0.6%	0%	-30%	-1.9	.	-19%	-10%	1%	.
CCOC(=O)C1(C(=O)OCC)COC(=O)C1CN1Cc2cc3ccccc3nc2C1 (centres undefined)	?	.	-41%[inhibitor]	-2.8	i	?	-80%	.	.
CC(=O)Nc1ccc(NC(=O)C(C)OC(=O)c2oc3ccccc3c2C)cc1 (centres undefined)	-0.4%	3%	-4%	-2.1	i	-3%	4%	0%	-13%
CCCCn1c(SCC(=O)Nc2ccc(F)cc2)nc2c(sc3ccccc32)c1=O	-0.7%	-10%	15%	.	.	-2%	-5%	.	.
S=c1[nH]ncn2c1cc1oc3ccccc3c12	0.3%	-6%	17%	-9.9	i	-26%	5%	-16%	-23%
CCS(=O)(=O)NCC(c1cccnc1)N1CCN(c2ccc(F)cc2)CC1 (centres undefined)	-0.5%	-9%	15%	-2.9	i	5%	-3%	-1%	3%
Cc1cc(C(=O)N2CCOCC2)n(-c2ccccc2)n1	-1.5%	1%	-1%	-0.6	i	-1%	1%	2%	-1%
O=C(Nc1ccc2[nH]c(=O)[nH]c2c1)c1ccc([N+](=O)[O-])o1	13µM*	-1%	12%	-0.8	i	11µM*	-30%	-3%	18%
O=C(COc1ccc(Br)cc1)OCCN1CCCCC1	0.5%	0%	8%	1.7	i	13%	14%	2%	10%
C/C(=N\NC(=O)C(C)Nc1cccc(Cl)c1)c1ccc([N+](=O)[O-])cc1 (centres undefined)	0.1%	-8%	-2%	-0.1	i	-7%	8%	3%	-18%
O=C(CSc1nnc(Cc2ccccc2)o1)N1CCCC1	0.1%	-2%	6%	-1.8	i	-4%	-17%	-1%	6%
Cc1nn(CC(=O)Nc2nnc(C(C)C)s2)c(=O)c2ccccc12	-0.2%	-7%	3%	0.1	i	-3%	0%	0%	-19%
O=C(COC(=O)c1ccccc1[N+](=O)[O-])Nc1nnc(-c2ccccc2)o1	2.4%	0%	-11%	1.9	i	-2%	-4%	0%	-6%
CCc1ccc(CN(C)C(=O)C2CCC(=O)N(CCCN3CCCC3=O)C2)cc1 (centres undefined)	-0.7%	-2%	-7%	1.7	i	17%	20%	0%	2%
COc1cc(/C=N/n2cnnc2)ccc1OCc1ccc(C)cc1	3.9%	5%	-3%	-3.6	i	-3%	-20%	0%	-3%
CC(C)NC(=O)c1ccc2c(c1)N(CC(=O)Nc1ccccc1F)C(=O)C(C)(C)O2	0.3%	6%	-10%	-5.3	i	-7%	1%	1%	-7%
COc1ccc(C(=O)NC2CCN(CC(=O)NCc3ccccc3)CC2)cc1	-0.6%	-1%	-12%	-1.7	i	0%	-3%	-1%	1%
CCOc1cccc2sc(NC(=O)c3ccc(S(=O)(=O)N4CCCCC4)cc3)nc12	0.4%	0%	1%	.	.	-5%	-3%	.	.
COc1ccc(/C=C/C(=O)Nc2cccc(S(=O)(=O)N3CCOCC3)c2)cc1OC	5.4%	3%	-5%	-0.3	i	14%	-3%	-1%	?
S=C(NCc1ccco1)Nc1ccc(Cl)cc1Cl	9.6%	11%	-10%	-1.1	i	-31%	-29%	3%	-13%
COc1ccc(S(=O)(=O)N2CCOCC2)cc1C(=O)Nc1cccc(C(=O)NC2CC2)c1	-0.8%	.	1%	1.2	i	9%	-92%	.	.
O=C(Nc1ccccn1)C(=O)Nc1ccccn1	?	-4%	-10%	-1.8	i	3%	-4%	0%	?

# Laid out differently: results already given
# Below each compound: Nrf2 activator	A549 viability	Abeta yeast res	CCT modulator	pAkt inh	TGFb inhibitor	HepG2 tox	MmCpn inh	Nrf2 inh
CCOc1cccc2sc(NC(=O)c3ccc(S(=O)(=O)N4CCCCC4)cc3)nc12
 : 0.4%	0%	1%	.	.	-5%	-3%	.	.
CC(=O)Nc1ccc(NC(=O)C(C)OC(=O)c2oc3ccccc3c2C)cc1 (centres undefined)
 : -0.4%	3%	-4%	-2.1	i	-3%	4%	0%	-13%
O=C(Nc1ccc2[nH]c(=O)[nH]c2c1)c1ccc([N+](=O)[O-])o1
 : 13µM*	-1%	12%	-0.8	i	11µM*	-30%	-3%	18%

# 2 successive records out of the list so far, quoted:
structure	Nrf2 activator	A549 viability	Abeta yeast res	CCT modulator	pAkt inh	TGFb inhibitor	HepG2 tox	MmCpn inh	Nrf2 inh
COc1ccc(S(=O)(=O)N2CCOCC2)cc1C(=O)Nc1cccc(C(=O)NC2CC2)c1	-0.8%	.	1%	1.2	i	9%	-92%	.	.
O=C(Nc1ccccn1)C(=O)Nc1ccccn1	?	-4%	-10%	-1.8	i	3%	-4%	0%	?

# The main list resumes with the 2 entries that preceded the break.
structure	Nrf2 activator	A549 viability	Abeta yeast res	CCT modulator	pAkt inh	TGFb inhibitor	HepG2 tox	MmCpn inh	Nrf2 inh
COc1ccc(S(=O)(=O)N2CCOCC2)cc1C(=O)Nc1cccc(C(=O)NC2CC2)c1	-0.8%	.	1%	1.2	i	9%	-92%	.	.
O=C(Nc1ccccn1)C(=O)Nc1ccccn1	?	-4%	-10%	-1.8	i	3%	-4%	0%	?
O=c1[nH]cc(-c2ccc(Br)cc2)n1Cc1ccccc1	3.4%	0%	-8%	-0.9	i	-29%	-35%	-4%	1%
O=C(Nn1c(Cc2ccccc2)nc2ccccc2c1=O)c1c(O)c2cccc3c2n(c1=O)CCC3	0.0%	-15%	-1%	0.1	i	1%	3%	-2%	?
NC(=O)CN(N=Nc1cccc([N+](=O)[O-])c1)c1cccc([N+](=O)[O-])c1	?	4%	-19%	-4.6	i	0%	0%	1%	-12%
Nc1ccn(Cc2ccccc2F)n1	-0.5%	4%	6%	-0.6	i	2%	2%	-2%	17%
NS(=O)(=O)c1ccc(CCNC(=O)C2CCCN2C(=O)c2cccs2)cc1 (centres undefined)	0.5%	.	0%	-0.5	i	-2%	-1%	.	.
O=[N+]([O-])c1ccc(Cl)c(S(=O)(=O)Nc2ccc3cn[nH]c3c2)c1	5.3%	0%	-11%	-0.6	i	8%	6%	3%	?
C/C(=N\NC(=O)C(=O)Nc1cccc(Cl)c1)c1ccncc1	1.2%	-10%	2%	-2.9	i	-1%	12%	-1%	-13%
O=C(COCc1cc(-c2ccc3c(c2)OCO3)on1)NCc1ccc(F)cc1	5.1%	1%	-3%	.	.	24%	8%	.	8%
Cc1noc(C)c1COC(=O)CCC(=O)c1ccc(F)cc1	-1.0%	-7%	1%	-2.1	i	15%	1%	-3%	4%
O=c1c(S(=O)(=O)c2ccc(Cl)cc2)cn(Cc2ccccc2)c2ccc(F)cc12	-0.8%	5%	0%	-0.5	i	1%	-37%	1%	-23%
CCCS(=O)(=O)NC(=O)C1(C)CCCN(C(=O)c2ccnc(Cl)c2)C1 (centres undefined)	0.1%	.	-11%	-6.0	i	14%	4%	.	.
CCNC(=O)CCSc1nc(C)cc(C)n1	3.0%	2%	7%	-2.4	i	-1%	8%	1%	4%
Clc1cccc(OCCN2CCN(CCOc3cccc(Cl)c3)CC2)c1	-0.4%	-18%	15%	-1.1	i	?	-88%	1%	?
Cc1ccc(NC(=O)c2cc(S(=O)(=O)NCCc3ccccc3)ccc2F)cc1Cl	5.7%	-1%	9%	-9.4	i	-1%	-57%	0%	8%
COc1ccc(C(C)=NNS(=O)(=O)c2ccc(C)cc2)cc1OC	3.7%	.	3%	-4.2	i	2%	-24%	.	.
COc1ccc(C)cc1S(=O)(=O)Nc1cccc(SC)c1	0.2%	-5%	0%	-0.4	i	-20%	6%	3%	?
CCOC(=O)C1=C(C)NC2=C(C(=O)CCC2)C1c1cccs1 (centres undefined)	-0.2%	-8%	-7%	0.2	i	1%	0%	0%	.
COc1ccc(N(CC(=O)NC(C)C)S(=O)(=O)c2ccc(NC(C)=O)cc2)cc1	-0.4%	6%	-25%	1.1	i	-11%	19%	1%	-15%
CCC(C)SCC(=O)Nc1ccc(S(=O)(=O)N2CCOCC2)cc1OC (centres undefined)	-0.1%	2%	10%	0.2	i	-22%	-5%	-1%	8%
Cc1nc2sccn2c(=O)c1Cl	-0.4%	-1%	-2%	-1.4	i	11%	-1%	0%	-3%
COc1ccc(NS(=O)(=O)c2ccc(O)c(NS(=O)(=O)c3ccc(NC(C)=O)cc3)c2)cc1	-0.7%	-1%	6%	-4.4	i	8%	8%	1%	9%
